High-throughput results: PubChem BioAssay, several laboratories
Diaph inh CS: counter-screen for diaphorase-based assays: diaphorase inhibitors and chemical oxidizers. diaphorase resazurin-to-resorufin fluorescence, NADH, 16 min; bacterial (C. kluyveri) enzyme, not human. inhibition, % at 20 µM. 0.69% of 190,000 active. AID 1217;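 active = primary screen inhibition at 20 µM above a set limit, cut at about 50% in these data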;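 note: plate controls were DMSO with full reaction for no effect and wells lacking NADH for full effect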
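System: Diaphorase enzyme from Clostridium kluyveri | Amount: Enzyme working solution with 0.14 U/mL diaphorase | Benchmarks: No-NADH positive control and DMSO neutral control | Signal: Fluorescence of resorufin formed from resazurin, Ex 544/Em 590 nm | Schedule: 16-min room-temperature incubation before reading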
PPARg SRC2 recr: promotes SRC-2 coactivator recruitment by human PPARgamma | P37231 | PPARgamma LBD-SRC-2 recruitment, biochemical | activation, % at 8 µM | 0.34% of 200,000 active; in the data active = activation above about 22%;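 note: 0% = vehicle and 100% = reference agonist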
Target sequence (P37231 whole entry, looked up, the tested form may be a part): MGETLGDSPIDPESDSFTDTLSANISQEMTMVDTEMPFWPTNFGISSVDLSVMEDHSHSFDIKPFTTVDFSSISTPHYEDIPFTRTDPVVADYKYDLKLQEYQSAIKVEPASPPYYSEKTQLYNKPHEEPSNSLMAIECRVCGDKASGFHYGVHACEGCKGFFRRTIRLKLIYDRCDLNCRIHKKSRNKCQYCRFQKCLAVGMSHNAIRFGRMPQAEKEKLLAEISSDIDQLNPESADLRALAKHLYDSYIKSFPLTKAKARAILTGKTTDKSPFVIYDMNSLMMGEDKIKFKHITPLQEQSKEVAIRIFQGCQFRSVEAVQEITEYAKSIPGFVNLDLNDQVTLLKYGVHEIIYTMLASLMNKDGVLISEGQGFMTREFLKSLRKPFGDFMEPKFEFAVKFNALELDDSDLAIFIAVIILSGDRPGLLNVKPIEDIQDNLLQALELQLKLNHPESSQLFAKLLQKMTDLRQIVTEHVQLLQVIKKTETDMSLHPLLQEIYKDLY
PPARg SRC-3 ag: PPARgamma-driven SRC-3 recruitment agonism | P37231 | biochemical PPARgamma/SRC-3 coactivator recruitment assay | activation, % at 8 µM | 0.26% of 200,000 active | AID 731; in the data active = activation above about 23%;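 note: 0% = DMSO and 100% = reference agonist; some compounds past the cut are filed as inactive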
Diaphorase act: activates diaphorase or chemically reduces, flagging diaphorase assay artifacts; Diaphorase/resazurin coupled assay, resorufin fluorescence, 16 min; active compounds read high; 1 = vehicle wells, 0 = NADH-free wells; activation factor at 20 µM; 0.005% of 190,000 active; AID 1229;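 active = diaphorase activity raised at least twofold by the compound at 20 µM; inactive = activation factor below 2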
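Assay system: bacterial diaphorase enzyme (C. kluyveri) / Input: enzyme 0.07 U/mL final / Medium: 50 mM HEPES pH 7.4 with 4.542 mM MgCl2, 0.005% Tween 20 / Doses: single compound dose of 20 µM, 1% DMSO final / Incubation: 16 min enzyme reaction, ambient temperature / Signal: fluorescence, excitation 544 nm and emission 590 nm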
SRC2 TRFRET art: counter-screen for PPARgamma SRC-2 recruitment agonists: TR-FRET artefact; 0.4% of 200,000 active; active compounds read high; TR-FRET ratio at 8 µM; in the data active = TR-FRET ratio above about 2000; note: inactives centre near 1500
S1P3 antagonist: antagonists of human S1P3 receptor. CHO S1P3 NFAT-BLA reporter, FRET fluorescence, antagonist mode. inhibition, % at 4.98 µM. 0.27% of 170,000 active. AID 485;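 active = inhibition above the plate cutoff, the mean inhibition of test wells on that plate plus 3 SD, cut at about 28% in these data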;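 note: cells challenged with S1P at its EC80 of 0.8 µM; blue over green emission ratio from cleaved BLA substrate after 4 h stimulation; 0% = S1P-stimulated wells and 100% = unstimulated DMSO-only wells; some compounds past the cut are filed as inactive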
PPARg SRC1 recr: promotes SRC-1 coactivator recruitment by human PPARgamma. PPARgamma-SRC-1 coactivator recruitment biochemical assay. activation, % at 8 µM. 0.41% of 200,000 active. AID 631; in the data active = activation above about 19%;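 note: 0% = DMSO and 100% = reference agonist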
PMI act satM6P: increases human PMI activity with near-saturating mannose 6-phosphate. P34949. coupled PMI enzyme assay, resazurin fluorescence, 20 min; active compounds read high; 1 = untreated enzyme, 0 = substrate-free blank. activation factor at 20 µM. 0.34% of 190,000 active;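 active = activation factor of 2 or more at 20 µM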
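Technique: Diaphorase-driven resazurin-to-resorufin fluorescence, excitation 544, emission 590 nm | Assay system: Human PMI in coupled enzyme assay | Times: Enzyme reaction with compound 20 min at room temperature | Medium: HEPES-buffered pH 7.4 with magnesium and detergent | Reagent: Mannose-6-phosphate 1.0 mM (near-saturating) plus 0.22 mM NADP+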
PMI activator: phosphomannose isomerase (human) activation; 0.005% of 190,000 active; purified human PMI, coupled resazurin fluorescence, 20 min; active compounds read high; 1 = vehicle control, 0 substrate-free wells; activation factor at 20 µM; P34949;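 active = activation factor of 2 or more at 20 µM, relative to plate controls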
G6PDH counter: L. mesenteroides G6PDH inhibition counter-screen. 0.12% of 200,000 active. inhibition, % at 5 µM. Purified L. mesenteroides G6PDH, diaphorase/resazurin coupled fluorescence, 45 min; in the data active = inhibition above about 50%
ROMK mod: modulates human ROMK potassium channel activity | Tet-inducible ROMK, thallium flux fluorescence; actives lie on both sides | 2% of 130,000 active | B-score at 10 µM;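 active = signal ratio slope over the read window, or its plate-corrected B-score, at least 3 SD from the plate mean, either direction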;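 note: B-score of the F/F0 ratio slope over 7 to 12 s after thallium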
Target sequence (P48048 whole entry, looked up): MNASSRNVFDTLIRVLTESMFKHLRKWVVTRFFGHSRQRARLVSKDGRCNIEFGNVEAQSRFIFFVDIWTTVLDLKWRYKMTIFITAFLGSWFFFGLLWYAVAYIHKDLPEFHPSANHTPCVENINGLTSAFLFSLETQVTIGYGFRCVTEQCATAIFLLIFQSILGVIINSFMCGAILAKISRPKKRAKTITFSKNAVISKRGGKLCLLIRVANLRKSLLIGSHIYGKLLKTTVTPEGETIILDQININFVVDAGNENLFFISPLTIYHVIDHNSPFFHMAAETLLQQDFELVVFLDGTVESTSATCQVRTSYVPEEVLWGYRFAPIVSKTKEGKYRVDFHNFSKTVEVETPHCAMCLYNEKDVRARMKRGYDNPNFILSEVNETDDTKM
* = called active by the depositor; nt = no result given.

SMILES	Diaph inh CS	PPARg SRC2 recr	PPARg SRC-3 ag	Diaphorase act	SRC2 TRFRET art	S1P3 antagonist	PPARg SRC1 recr	PMI act satM6P	PMI activator	G6PDH counter	ROMK mod
Cc1ccc(S(=O)(=O)c2cc(O)ccc2O)cc1C	22	6	0	0.8	1633	-7	5	0.9	1	12	0.095
CCOC(=O)c1[nH]c(C)c(/C(O)=C2\C(=O)C(=O)N(CCCN(C)C)C2c2ccncc2)c1C (stereo not given)	10	3	7	0.9	1632	nt	0	1	1	-2	nt
COc1cccc(-c2cc(C(=O)NCCCn3ccnc3)no2)c1	-5	3	0	1.1	1460	nt	2	1	1	-4	-1.1
CCC1Oc2ccccc2N(CC(=O)Nc2ccccc2OC)C1=O (stereo not given)	13	7	12	0.9	1696	nt	11	1	1	10	nt
CC(C)(C)OC(=O)N1CCC(C(=O)N[C@@H](Cc2ccccc2)C(=O)O)CC1	3	1	1	1	1531	nt	4	1.1	1	-3	-0.42
Cc1cc(NC(=O)C2CCN(S(=O)(=O)c3cccs3)CC2)no1	12	7	4	0.9	1766	nt	5	0.9	0.9	5	nt
COc1ccc(F)cc1S(=O)(=O)NC1CC(C)(C)NC(C)(C)C1	-6	2	-2	1.1	1619	-48	-5	1.1	1	0	nt
COc1ccc(/C=N/NC(=O)c2c(C)n(C)c3ccc(OC)cc23)c(OC)c1	10	-1	-1	0.9	1586	4	-1	0.9	0.9	0	-0.39
Cc1cc(C(=O)NCCc2ccc(S(N)(=O)=O)cc2)no1	0	-6	-3	1	1551	-12	11	1.1	1.1	4	0.015
O=C(COC(=O)c1ccco1)NCc1ccco1	16	2	0	0.8	1486	-32	6	1	0.9	-7	0.75
Cc1ccc(NC(=O)CC2C(=O)N(Cc3ccccc3)C(=S)N2NC(=O)c2cccc(F)c2)c(C)c1 (stereo not given)	20	3	2	0.8	1532	13	0	0.9	0.8	0	nt
CC(C)N(Cc1nccn1C)C(=O)c1cc(COc2ccc3ncccc3c2)on1	11	-2	-1	0.9	1465	-6	5	0.9	0.9	14	-0.81
O=C(NCC1(c2ccccc2)CCOCC1)c1ccc(Br)o1	11	8	5	0.9	1591	-13	8	0.9	1	4	nt
Cc1ccc(S(=O)(=O)NC(C(=O)O)c2ccccc2)cc1 (stereo not given)	20	-12	-2	0.8	1484	-10	0	0.9	0.9	19	-0.62
CC(=O)Nc1ccc(S(=O)(=O)NCC(=O)OCC(=O)NC(=O)C2CCCCC2)cc1	16	1	-1	0.8	1560	-2	3	0.9	1.1	11	0.32
CCC(C)N=Cc1c(NCc2ccco2)nc2c(C)cccn2c1=O (stereo not given)	8	13	-4	0.9	1642	nt	6	1	0.9	9	nt
CCC1CSC(Nc2ccc(C(=O)/C=C/c3cccc(C)c3)cc2)=N1 (stereo not given)	12	9	6	0.9	1768	5	7	0.9	0.7	8	nt
O=C(/C=C/c1ccccc1)c1ccc(NC2=NCCCS2)cc1	2	2	8	1	1530	0	2	1	1	-7	0.71
O=c1c[n+]([O-])c2ccccc2n1OCc1c(F)cccc1F	20	10	11	0.8	1670	-1	2	1.2	1.2	0	nt
Cc1ccccc1N(CC(=O)NCCc1ccccc1)C(=O)c1ccc(N2CCCC2)nc1	12	2	4	0.9	1613	-10	10	0.9	1	5	nt
COc1ccc(OC)c(NC(=O)c2ccc(CN(c3cc(Cl)ccc3C)S(=O)(=O)c3ccccc3)cc2)c1	13	3	1	0.9	1378	nt	0	1	1	5	-0.087
Clc1ccc(CN=C(Nc2ccccc2)NC2CCCCC2)cc1	9	-6	-2	0.9	1403	10	2	1	0.9	0	nt
CCOC(=O)CSc1nc(Nc2ccc3c(c2)OCO3)c2ccccc2n1	25	-5	-13	0.8	1364	nt	-5	0.8	0.8	8	nt
O=C(O)CC(CC(=O)Nc1nncs1)c1ccccc1 (stereo not given)	14	3	-5	0.9	1476	-3	-1	1	0.9	-3	0.53
CCOC(=O)C1=C(C)Nc2sc(C(=O)c3ccc(OC)cc3)c(N)c2C1c1ccc(C(=O)OC)cc1 (stereo not given)	17	-1	-3	0.8	1498	15	-2	1.1	1.1	-9	nt

Single records, as listed above.
Cc1ccccc1N(CC(=O)NCCc1ccccc1)C(=O)c1ccc(N2CCCC2)nc1 is listed as Diaph inh CS = 12; PPARg SRC2 recr = 2; PPARg SRC-3 ag = 4; Diaphorase act = 0.9; SRC2 TRFRET art = 1613; S1P3 antagonist = -10; PPARg SRC1 recr = 10; PMI act satM6P = 0.9; PMI activator = 1; G6PDH counter = 5; ROMK mod = nt
CCC1Oc2ccccc2N(CC(=O)Nc2ccccc2OC)C1=O (stereo not given) is listed as Diaph inh CS = 13; PPARg SRC2 recr = 7; PPARg SRC-3 ag = 12; Diaphorase act = 0.9; SRC2 TRFRET art = 1696; S1P3 antagonist = nt; PPARg SRC1 recr = 11; PMI act satM6P = 1; PMI activator = 1; G6PDH counter = 10; ROMK mod = nt

(list continues)
SMILES	Diaph inh CS	PPARg SRC2 recr	PPARg SRC-3 ag	Diaphorase act	SRC2 TRFRET art	S1P3 antagonist	PPARg SRC1 recr	PMI act satM6P	PMI activator	G6PDH counter	ROMK mod
CSc1nc2ccccc2n1C(=O)Oc1ccccc1	14	-3	-5	0.9	1564	14	-5	0.9	0.8	2	nt
Cc1cc(C(=O)NCCCn2ccnc2)cs1	8	9	11	0.9	1728	-6	7	1	1	-1	0.091
Cc1cc(C)c(NC(=O)CSc2nc3c(c(=O)n2C)SC(C)C3)c(C)c1 (stereo not given)	22	10	3	0.8	1622	9	8	0.9	0.9	-15	nt
O=C1CC(SC2=NCCS2)C(=O)N1c1ccc(Br)cc1 (stereo not given)	4	7	-2	1	1356	-15	-4	1.1	1.1	6	-0.62
O=c1[nH]n2c(=O)c3c([nH]c2c1N=Nc1cccc(C(F)(F)F)c1)CCCC3	12	-5	9	0.9	1453	nt	4	1.2	1.2	3	0.74
C/C(=N\OCC(=O)Nc1ccc(F)c(F)c1F)c1cc2ccccc2o1	10	8	4	0.9	1507	-2	4	0.9	0.9	5	0.7
O=C(N/N=C/c1cccnc1)c1cc2ccccc2o1	7	-3	0	0.9	1601	0	3	1	1.1	-2	1.2
CCc1nnc(NC(=O)CSc2nnc(-c3c[nH]c4ccccc34)n2C)s1	8	3	4	0.9	1689	-4	3	1	1	2	nt
O=C(c1ccccc1F)N1CCN=C1SCc1cccnc1	-11	-14	2	1.1	1416	-5	-1	1.1	1	-1	nt
O=C(COc1ccccc1)N(Cc1ccco1)c1ccc(O)cc1	13	7	-3	0.9	1551	2	2	1	1	1	nt
CCOC(=O)c1cc(C(=O)NN)c(C)nc1C	1	2	-2	1	1481	-14	-5	1	0.9	7	0.66
Cc1ccc(S(=O)(=O)NC(=O)NCc2ccc3c(c2)OCO3)cc1	18	0	7	0.8	1363	nt	2	0.9	0.9	-10	1.5
CCOC(=O)CSc1ccc(C(=O)Nc2ccc(OC)cc2)cn1	14	3	6	0.9	1651	-25	-1	1	1	2	0.039
Cc1ccc2c(c1)nnn2C1CCN(S(=O)(=O)c2ccc(C(=O)N3CC(C)CC(C)C3)cc2)CC1 (stereo not given)	21	4	2	0.8	1518	-16	8	0.9	0.8	-1	nt
O=C(Nc1ccc(C(=O)O)cc1)Nc1cccc([N+](=O)[O-])c1	6	-7	-2	0.9	1401	1	-3	1.1	1.1	-1	nt
CCc1nn2c(=O)cc(CSc3nc(C)cc(=O)[nH]3)nc2s1	12	12	9	0.9	1621	nt	9	1	1	2	nt
CCCn1c(CN2CCN(C(=O)OCC)CC2)nc2c1c(=O)n(C)c(=O)n2C	15	6	-1	0.9	1631	-2	-2	1	1	2	nt
CCN(c1cccc(C)c1)C(C(=O)Nc1ccc(OC)cc1)c1cc2c(cc1[N+](=O)[O-])OCO2 (stereo not given)	0	-1	2	1	1556	1	-1	0.5	0.7	-9	-0.94
Cc1cc(C(F)(F)F)c(C#N)c(N2CCOCC2)n1	-7	-6	-6	1.1	1479	nt	-6	1.1	1.1	-4	nt
CC(C)c1cc(C(=O)O)n(-c2ccccc2)n1	10	4	-8	0.9	1465	nt	-1	1	1	4	-0.32
COc1cc(-c2nnn(CC(=O)NCc3ccccc3)n2)cc(OC)c1OC	1	-6	1	1	1523	-6	1	1	1	-4	0.52
CSc1cccc(NS(=O)(=O)c2ccc(F)cc2)c1	16	-2	-1	0.8	1330	7	6	0.9	0.9	7	nt
CCOC(=O)Cn1nc(C)c(NC(=O)CCc2ccccc2)c1C	5	1	4	1	1841	-4	-5	0.9	1	12	0.51
CC(C)(C)NC(=O)c1cccc(NC(=O)c2cccc(O)c2)c1	11	2	5	0.9	1471	nt	0	1	0.9	-3	0.58
COc1ccc(C(=O)c2ccc(N3CCN(C(=O)c4ccc(F)cc4)CC3)c(F)c2)cc1Br	24	10	10	0.8	1584	nt	4	0.9	0.9	1	nt

Further compounds
SMILES	Diaph inh CS	PPARg SRC2 recr	PPARg SRC-3 ag	Diaphorase act	SRC2 TRFRET art	S1P3 antagonist	PPARg SRC1 recr	PMI act satM6P	PMI activator	G6PDH counter	ROMK mod
Cc1cc(Oc2ccccc2)nc(SCC(=O)Nc2ccc(Cl)c(Cl)c2)n1	27	-5	-11	0.7	1397	nt	-4	0.8	0.8	2	nt
COc1ccc(-c2nc(NC3=NCCCCC3)sc2C)cc1	5	12	4	0.9	1664	6	11	1.1	1.1	0	-1.6
C/C(=N\NC(=O)c1cc(C)[nH]n1)C(C)(C)C	-1	1	-3	1	1386	-14	3	1	1.1	0	0.66
Cc1ccc(S(=O)(=O)CC(=O)N2CCCCCC2)cc1	9	-6	-2	0.9	1568	nt	3	0.9	0.9	-4	nt
CC(NC(=O)Nc1ccccc1)c1ccccc1 (stereo not given)	3	6	-6	1	1577	nt	1	1.1	1.1	1	-0.084
CCOc1cc2c(cc1/C=C1/NC(=O)N(CC(=O)OC)C1=O)OCO2	6	1	2	0.9	1525	-21	2	1	1	-2	-0.49

Ordered by molar mass (lowest first): 4 of the compounds above.
SMILES	Diaph inh CS	PPARg SRC2 recr	PPARg SRC-3 ag	Diaphorase act	SRC2 TRFRET art	S1P3 antagonist	PPARg SRC1 recr	PMI act satM6P	PMI activator	G6PDH counter	ROMK mod
C/C(=N\NC(=O)c1cc(C)[nH]n1)C(C)(C)C	-1	1	-3	1	1386	-14	3	1	1.1	0	0.66
CC(NC(=O)Nc1ccccc1)c1ccccc1 (stereo not given)	3	6	-6	1	1577	nt	1	1.1	1.1	1	-0.084
Cc1ccc(S(=O)(=O)CC(=O)N2CCCCCC2)cc1	9	-6	-2	0.9	1568	nt	3	0.9	0.9	-4	nt
CCOc1cc2c(cc1/C=C1/NC(=O)N(CC(=O)OC)C1=O)OCO2	6	1	2	0.9	1525	-21	2	1	1	-2	-0.49
